TbPYK inhibitor = T. brucei pyruvate kinase inhibition; Q57TT1; TbPYK enzyme, Kinase-Glo Plus ATP luminescence, 45 min; Potency, µM (doses to about 76.8 µM), for inactives: at the highest dose activity, negative = inhibition, usual class: inhibitors; actives 0.12% (n = 410,000); further: nearly all actives have a fitted effect of over 50% in size
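Activity of T. brucei pyruvate kinase was followed by Kinase-Glo Plus luminescence after the enzyme reacted 45 min at room temperature with 130 uM ADP (final) and substrate. Test compounds were added before ADP at multiple concentrations.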
HCV inh = blocks hepatitis C virus; Potency, µM (titrated, usually from 41.8 µM), inactives show at the highest dose activity change, negative = inhibition, hits mostly inhibitors; AID 651820; Huh7.5.1 HCVcc-Cre infection, luciferase reporter, 44 h; actives 3.4% (n = 340,000)
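HCVcc-Cre virus at an moi near 0.5 was added right after compound to cells cultured 4 h from seeding (1,000 cells/well). Luciferase activity was determined 44 h later, 15 min after substrate addition at RT.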
Active calls of the source: *; ? = inconclusive; [ ] = remark or other dose. The call rests on the fitted dose curve; in most records, active means well fitted curve in the direction sought with a large enough effect; inconclusive means small, poorly fitted or top-dose-only effect, or another doubt; inactive means no such curve, though single readings can be large; an effect the other way counts as inactive or inconclusive. On the % scale 0 is the no-effect control and ±100 the full control effect; potency means the concentration at half of the fitted maximal effect. A portion of the library; the hit share may differ from the screen's.

SMILES | TbPYK inhibitor | HCV inh
O=C(CSc1nnc(-c2ccc(F)cc2)o1)Nc1ccccc1N1CCOCC1 | -3.6% | -2.8%
C[C@H](CO)N1C[C@H](C)[C@@H](CN(C)S(=O)(=O)c2cccs2)Oc2c(NC(=O)Nc3ccccc3)cccc2C1=O | 7.0% | -2.6%
O=S(=O)(c1ccccc1C(F)(F)F)N1CCN(c2ncnc3sccc23)CC1 | -1.6% | ?
COC(=O)C1=C(COc2ccccc2)NC(=O)NC1c1ccc(Cl)cc1 (stereo unspecified) | 11.3% | -9.2%
CC(=O)C1=C(C)N=c2s/c(=C/c3ccc4c(c3)OCO4)c(=O)n2C1c1ccc(N(C)C)cc1 (stereo unspecified) | -0.1% | -3.5%
COc1ccccc1CNC(=O)COC(=O)c1ccc(C(=O)c2ccccc2)cc1 | 2.2% | 6.9%
CCC(CO)Oc1cc(NC(=O)c2ccccc2Cl)c2ncn(C(C)C)c2c1 (stereo unspecified) | -0.1% | ?
C=C[C@H]1C(O[C@@H]2O[C@H](CO)[C@@H](O)[C@H](O)[C@H]2O)OC=C2C(=O)N3CCc4cc(OC)c(O)cc4[C@H]3C[C@H]21 (stereo partly specified) | 3.9% | 6.6%
Cc1noc(C)c1COc1ccccc1C(=O)NC(C)c1ccc(F)cc1 (stereo unspecified) | 3.5% | 21.2%
CC1(C)O[C@@H](CC(=O)O)[C@]23CO[C@H](C(=O)[C@]4(C)C2CC[C@@]2(C)[C@H](c5ccoc5)OC(=O)C5O[C@]524)[C@@H]13 (stereo partly specified) | -4.4% | 7.5%
COc1ccc(S(=O)(=O)N2CCOC2CNC(=O)C(=O)NCCCN2CCOCC2)cc1OC (stereo unspecified) | -11.7% | 20.0%
CC(C)(C)c1ccc(C(=O)NC(=O)COC(=O)c2ccc(Br)o2)cc1 | -3.5% | 31.4%[activator]
O=[N+]([O-])c1cc(Br)ccc1NS(=O)(=O)c1ccccc1 | 2.8% | 8.7%
Cc1c(NC(=O)c2cc(-c3ccc(F)cc3)nc3ccccc23)c(=O)n(-c2ccccc2)n1C | 2.5% | ?
CC(C)(C)C(=O)Nc1cc(NC(=O)C(C)(C)C)cc(C(=O)Nc2c[nH]c(=O)[nH]c2=O)c1 | 0.2% | 16.1%
CCCCN(Cc1ccc(C(=O)N[C@H](C(=O)O)C(C)C)cc1)C(=O)C(c1ccccc1)c1ccccc1 | -3.3% | 26.6%
CS(=O)(=O)N1CCCCC1CCN1CCCCC1 (stereo unspecified) | -3.2% | 0.4%
CCOC(=O)C1(Cc2ccccc2)CCCCCC1=O (stereo unspecified) | 1.7% | 4.0%
O=C(NCCN1CCN(C(=O)c2cccc(OC(F)F)c2)CC1)c1cccc(OC(F)F)c1 | 4.0% | ?
O=C(OCC(=O)N1CCC(Cc2ccccc2)CC1)c1cncc(Br)c1 | -2.6% | -13.3%
Cc1ccc(C(=O)N(C)Cc2nc3ccccc3c(=O)[nH]2)cc1NC(=O)c1ccco1 | 2.6% | -1.3%
COc1ccc(CCNC(=O)Cc2cc3c(cc2[N+](=O)[O-])OCO3)cc1OC | -1.4% | 10.4%
COc1ccc2c(c1)N(C[C@H](C)CN(C)C)c1ccccc1S2 | 2.1% | -18.7%
NS(=O)(=O)c1ccc(N2CCOCC2)c(C(=O)NCc2cccs2)c1 | -1.6% | 5.9%

Exported in CSV form: entries from further up
Structure,TbPYK inhibitor,HCV inh
O=C(NCCN1CCN(C(=O)c2cccc(OC(F)F)c2)CC1)c1cccc(OC(F)F)c1,4.0%,?
O=C(OCC(=O)N1CCC(Cc2ccccc2)CC1)c1cncc(Br)c1,-2.6%,-13.3%
Cc1ccc(C(=O)N(C)Cc2nc3ccccc3c(=O)[nH]2)cc1NC(=O)c1ccco1,2.6%,-1.3%

Additional entries follow.
SMILES | TbPYK inhibitor | HCV inh
O=C(COC(=O)Cc1ccc([N+](=O)[O-])cc1)NC1CCCCCC1 | -4.7% | 23.3%
COc1ccc(C2=Nc3ccccc3C2(O)CCN2C(=O)c3ccccc3C2=O)cc1 (stereo unspecified) | -5.8% | 0.891µM*
COc1ccc(CNC(=O)COC(=O)C2=Cc3ccccc3OC2)cc1 | -19.0% | 5.9%
O=C(CSc1nnc2ccccn12)Nc1ccc(N2CCOCC2)cc1 | -2.1% | 2.5%
O=C(O)Cn1cnc2c(OCc3ccccc3)ncnc21 | 2.3% | -7.8%
COc1c(C(=O)Nc2ccccc2N2CCOCC2)cc2ccccc2c1Br | 3.3% | ?
COc1cccc2c1C(=O)c1c(O)c3c(c(O)c1C2=O)C[C@@](O)(C(=O)CO)C[C@@H]3O[C@H]1C[C@H](N)[C@@H](O)[C@H](C)O1 | 3.8% | ?
CC(=C1SC(=S)NC1=O)c1ccccc1 | -4.3% | 0.7%
Cc1cc(C)c(NC(=O)CSc2cccc[n+]2[O-])c(C)c1 | 5.9% | 35.4%[activator]
O=C1c2ccccc2C(=O)N1Cc1nc2ccccc2c(=O)n1CCN1CCOCC1 | -1.4% | 13.5%
O=C(CN1C(=O)NC(c2ccccc2)(c2ccccc2)C1=O)NCCc1ccc(F)cc1 | -2.2% | ?
Cc1ccc(-c2csc(/C=C3/SC(C)C(=O)N3CC(=O)Nc3ccccc3F)n2)cc1 (stereo unspecified) | -4.5% | -3.4%
COc1ccc2[nH]c3c(c2c1)CCN1C(=O)C(CC(=O)NCCCN(C)C)C[C@H](C(=O)N2CCOCC2)[C@@]31CCC1CCCC1 (stereo partly specified) | -1.0% | -0.1%
CCCCCOc1cccc(C2C(C(=O)c3cccs3)=C(O)C(=O)N2CCN2CCOCC2)c1 (stereo unspecified) | 3.6% | -0.1%
CCO[C@H]1OC(C(=O)NCc2nc3ccccc3[nH]2)=C[C@@H](c2cn(C(C)=O)c3ccccc23)[C@@H]1CCCO | -3.2% | ?
Cc1nc2c(=O)[nH]c(=S)[nH]c2[nH]c1=O | ? | 7.4%
C=C(C)CC1(CC)C(=O)NC(=S)NC1=O | -0.7% | 10.4%
O=C(Nc1cccc(S(=O)(=O)N2CCCCC2)c1)c1ccc(Cl)nc1 | -0.5% | ?
COc1c2ccoc2cc2oc(=O)ccc12 | -0.6% | -20.1%
Nc1ncnc2c1ncn2[C@@H]1O[C@H](CNCC(O)CO)[C@@H](O)[C@H]1O (stereo partly specified) | 4.7% | 9.2%
CC(C)NC(=O)N(C)C[C@H]1Oc2ccc(NS(=O)(=O)c3cccs3)cc2C(=O)N([C@H](C)CO)C[C@@H]1C | -3.2% | 22.4%
CC1CCN(C(=O)Cn2cc(S(=O)(=O)CC(=O)N3CCOCC3)c3ccccc32)CC1 | -4.0% | 3.9%
CCCCN1CC(COCc2ccccc2)Oc2cc(Br)ccc2S1(=O)=O (stereo unspecified) | -4.2% | -21.0%
CC(=O)Nc1ccc(C(=O)OCC(=O)N2CCCC2=O)cc1 | -9.8% | 17.7%
O=S(=O)(c1ccccc1)c1nc(-c2ccccc2Cl)oc1NCCCN1CCOCC1 | 0.6% | ?
CCCCCC(O)CCCC(=O)O (stereo unspecified) | 6.5% | 21.2%
COc1ccc(CNC(=O)[C@@H]2CC=C[C@@H]3CCN(Cc4ccc(Cl)c(Cl)c4)C(=O)[C@@H]32)cc1 | -0.5% | ?
Cc1nc2ccc(N)nc2nc1C | 11.4% | 25.2%
COc1cc(N)c(Cl)cc1C(=O)OCC(=O)N1c2ccccc2NC(=O)C1(C)C | 4.0% | -22.5%
COc1cc([N+](=O)[O-])c2nc(C)ccc2c1[N+](=O)[O-] | -3.5% | 6.31µM*
CN(C(=O)c1cccc(NC(=O)Cc2ccc(NC(=O)C3CCN(C(=O)c4ccccc4)CC3)cc2)c1)C1CCC1 | -0.2% | 10.4%[8.37 µM]
O=C(N[C@H]1C/C=C\C[C@@H](CC(=O)N(CCO)Cc2ccccc2)C(=O)NC[C@H](c2ccccc2)OC1=O)OCC1c2ccccc2-c2ccccc21 | -1.9% | ?
Cc1ccc(C)c(S(=O)(=O)N2CCN(c3ncnc4sccc34)CC2)c1 | 4.7% | ?
c1ccc2cc(C3CCCCC3)ncc2c1 | 1.6% | 4.4%
COc1ccccc1/C=C/C(=O)OCC(=O)NC1CCS(=O)(=O)C1 (stereo unspecified) | 1.3% | 5.1%
O=C(NCCc1nc(-c2ccccc2Cl)no1)c1ccccc1 | 7.8% | -18.6%

Shown field by field: 3 of the compounds above.
CN(C(=O)c1cccc(NC(=O)Cc2ccc(NC(=O)C3CCN(C(=O)c4ccccc4)CC3)cc2)c1)C1CCC1
  TbPYK inhibitor: -0.2%	HCV inh: 10.4%[8.37 µM]

O=S(=O)(c1ccccc1)c1nc(-c2ccccc2Cl)oc1NCCCN1CCOCC1
  TbPYK inhibitor: 0.6%	HCV inh: ?

O=C(NCCc1nc(-c2ccccc2Cl)no1)c1ccccc1
  TbPYK inhibitor: 7.8%	HCV inh: -18.6%

(cont.)
SMILES | TbPYK inhibitor | HCV inh
COC(=O)[C@@H]1C[C@@]2(Br)c3ccccc3N(S(=O)(=O)c3ccccc3)[C@H]2N1C(=O)OC | -3.1% | 4.6%
Cc1ccc(NC(=O)C2=CN3CCS(=O)(=O)N=C3C=C2)cc1 | -7.8% | 13.6%
CCOc1ncccc1C(=O)OCC(=O)Nc1ccc2c(c1)CCC2 | 9.4% | 0.8%
Cc1ccc(OCc2nnc(-c3ccc(Cl)cc3)o2)cc1 | -2.2% | 11.4%
CC1CC(C)C(=NNC(N)=O)C(C(O)CC2CCC(=O)NC2=O)C1 (stereo unspecified) | -5.6% | 10µM*
COc1ccc(/C=C/C(=O)OCC(=O)NC2CCCCCCC2)cc1 | 2.0% | 3.6%
CC(NC(=O)COc1ccccc1)C(=O)N1CCN(c2ccc(F)cc2)CC1 (stereo unspecified) | 3.7% | 11.9%
Cc1c(NC(=S)NC(=O)c2ccccc2)c(=O)n(-c2ccccc2)n1C | 4.3% | 21.2%
COc1ccc(N(CC(=O)NCc2ccc3c(c2)OCO3)S(=O)(=O)c2ccc(O)c(C(=O)O)c2)cc1 | 2.3% | 31.4%[activator]
Cc1ccc(S(=O)(=O)N2CCN(C(=O)COC(=O)Cc3c(F)cccc3Cl)CC2)c(C)c1 | -9.4% | -7.3%
O=C(Nc1cccc(S(=O)(=O)Nc2ccc(SC(F)F)cc2)c1)C1CCC1 | 2.6% | ?
COc1ccc2c(CC(=O)NNC(=O)c3ccc(O)cc3)coc2c1 | 1.8% | -10.0%
Cc1noc(C)c1S(=O)(=O)Nc1ccc2c(c1)C(=O)N([C@H](C)CO)C[C@H](C)[C@@H](CN(C)S(=O)(=O)c1ccccc1)O2 | 1.4% | 2.9%
COc1ccc(OC)c(C2C/C(=N/O)C(C)C(c3cc(OC)ccc3OC)N2)c1 (stereo unspecified) | 3.0% | -6.8%
O=C1Nc2ccccc2C1=Nc1ccccc1-c1ccccc1 | -1.3% | 3.1%
C[C@@]12C(=O)Nc3ccc(Cl)cc3C(=O)N1[C@H]1c3cc(Cl)ccc3OC[C@@H]1[C@@H]2c1ccccc1 | -0.4% | -10.8%
COc1ccc(S(=O)(=O)N2c3ccc(F)cc3CCC2C)cc1 (stereo unspecified) | 0.5% | 3.5%
CC(=O)c1ccc(NC(=O)C(C)O/N=C(\N)c2ccccc2)cc1 (stereo unspecified) | -4.4% | -29.1%
N#CC1(c2cccc(Br)c2)C(=O)Nc2ccccc21 (stereo unspecified) | -0.1% | -15.4%
O=S1(=O)CCOC[C@H](Cc2ccccc2)N1Cc1ccccc1 | -1.9% | 32.2%[activator]
OCCO | 4.1% | 1.2%
Cc1nn(-c2ccccc2)c(C)c1NC(=O)COC(=O)c1ccc(NC(=O)CC#N)cc1 | -4.7% | 0.5%
O=C(CSc1nnc(-c2ccccc2)o1)NC(=O)Cc1ccccc1 | -6.0% | 14.6%
CCC(=NNC(=O)c1cccc(S(=O)(=O)N2CCOCC2)c1)c1ccccc1 | 2.4% | -25.7%
Clc1nc2ccccc2cc1-c1nnn(-c2ccccc2Br)n1 | -7.4% | -12.7%
O=c1[nH]c(=O)c2[nH]c(=S)n(-c3ccccc3)c2[nH]1 | ? | 6.5%
Cc1ccsc1C(=O)NNC(=O)c1ccccc1F | -16.4% | 28.2%
Cc1ccc(NC(=O)c2ccc(=O)[nH]n2)cc1S(=O)(=O)Nc1ccc(SC(F)F)cc1 | 3.2% | 3.16µM*
O=C1NCCOC(=O)[C@H](Cc2ccc(F)cc2)C/C=C\C[C@@H]1CC(=O)N(CCO)Cc1ccccc1 | 1.1% | 11.2µM*
OC(COc1cccc2ccccc12)CN1CCOCC1 (stereo unspecified) | 1.0% | 5.4%
O=C(CSc1nnc(-c2cccc(Br)c2)o1)N1CCNC1=O | -8.2% | 13.4%
CC(C)CN(C(=O)CN(C)CC(=O)Nc1ccc(Cl)c(C(F)(F)F)c1)c1c(N)n(CC(C)C)c(=O)[nH]c1=O | 1.8% | -2.3%
CCc1nc(SCC(=O)Nc2nnc(C(C)C)s2)n[nH]1 | -6.3% | 3.8%
O=C(c1cc(-c2ccc(Cl)s2)nc2ccccc12)N1CCCC1 | 0.6% | -22.8%
Nc1ccn(C2OC(COC(=O)C34CC5CC(CC(C5)C3)C4)C(O)C2O)c(=O)n1 (stereo unspecified) | -2.3% | -14.8%
CCOC(=O)c1c(NC(=O)COC(=O)CCCOc2ccc(OC)cc2)sc(C(=O)N(C)C)c1C | -1.5% | 0.1%
CS(=O)(=O)N1Cc2ccccc2CC1C(=O)OCC(=O)NCc1ccccc1 (stereo unspecified) | -7.2% | -6.4%

Compound activity from PubChem.
